All columns: NCI-60 one-dose screen, growth in % after 48 h at 10 µM unless noted; 100 = growth as untreated, 0 = no growth, -100 = all killed.
COLO 205: COLO 205 colon cancer | hit rate 7.3% among 79,000
HCC-2998: HCC-2998 colon cancer | hit rate 4.7% among 79,000
SW-620: SW-620 colon cancer; hit rate 5.2% among 82,000; AID 1794795
A498: A498 renal cancer cells | AID 1794774 | hit rate 5.4% among 76,000
HT29: HT29 colon cancer; hit rate 7.4% among 81,000; AID 1794748
SNB-75: SNB-75 CNS cancer. hit rate 5% among 79,000
HCT-116: HCT-116 colon cancer | hit rate 7.3% among 82,000
KM12: KM12 colon cancer cells | AID 1794800 | hit rate 5% among 82,000
HCT-15: HCT-15 colon cancer; hit rate 5.2% among 82,000; AID 1794746
* hit, by the source's call; . = not tested or not shown. How the source made its calls: active means growth percent below 10; inactive means the rest.

SMILES | COLO 205 | HCC-2998 | SW-620 | A498 | HT29 | SNB-75 | HCT-116 | KM12 | HCT-15
Nc1ccc(N=Nc2ccc(S(=O)(=O)O)cc2)c2ccccc12 | 91 | 88 | 89 | 126 | 107 | 82 | 89 | 99 | 100
CSc1nc(-c2ccco2)c2c(N)[nH]nc2n1 | 123 | 111 | 111 | 66 | 94 | 103 | 84 | 44 | 102
O=c1c2c3c(sc2n2c(-c4cc(-c5ccccc5)no4)nnc2n1Cc1ccccc1)CCCC3 | 96 | 101 | 106 | 82 | 108 | 76 | 82 | 95 | 97
CC(C)c1cc(C(C)C)c(S(=O)(=O)Cl)c(C(C)C)c1 | 101 | 104 | 97 | 89 | 82 | 103 | 91 | 105 | 113
COc1cc(C2CC(c3ccc(Cl)cc3)=NN2)ccc1Oc1nc2c(c(=O)n(C)c(=O)n2C)n1C (configuration not stated) | 112 | 102 | 104 | 84 | 90 | 86 | 89 | 94 | 91
COc1ccc(OC)c(-c2cn3c(-c4c[nH]c5ccccc45)csc3n2)c1 | 104 | 108 | 97 | 84 | 111 | 104 | 104 | 92 | 82
COc1cc2c(cc1OC)C(Cc1ccccc1[N+](=O)[O-])=NCC2 | 110 | 98 | 94 | 68 | 101 | 87 | 98 | 100 | 100
CCC(C)(C(=O)Nc1ccc2nc(C)cc(N)c2c1)C(=O)Nc1ccc2nc(C)cc(N)c2c1 | 118 | 104 | 107 | 108 | 102 | 134 | 101 | 104 | 101
COc1ccc(C(=O)c2c(N)c(C#N)c3n2CCC3)cc1OC | 106 | 124 | 104 | 104 | 103 | 84 | 104 | 107 | 99
CCCCC/C(=C\c1ccccc1)C1OC(C)CC(C)(C)O1 (configuration not stated) | 103 | 105 | 104 | 101 | 97 | 97 | 93 | 104 | 101
Nc1nc(O)c(Br)c(=O)[nH]1 | 129 | 104 | 102 | 97 | 111 | 98 | 87 | 108 | 112
Fc1ccc(/C=C(/C2=NCCN2)n2cnc3ccccc32)cc1 | 117 | 101 | 112 | . | 107 | 92 | 108 | 104 | 93
OC(C#Cc1ccccc1)c1ccccc1 (configuration not stated) | 115 | 98 | 99 | 85 | 101 | 92 | 81 | 121 | 88
NC1=C(O)C(=O)C(c2cccnc2)O1 (configuration not stated) | 121 | 117 | 100 | . | 100 | 85 | 99 | 110 | 109
Nc1nc(NC2CCCC2)nc(Oc2ccc(Cl)cc2)n1 | 102 | 110 | 107 | 90 | 104 | 87 | 97 | 106 | 105
COc1cc2nc3c(=O)n(CCN(C)C)cnn3c(=O)c2cc1OC | 102 | 99 | 97 | 93 | 101 | 76 | 101 | 95 | 103
Clc1nc(Cl)nc(-c2cn(-c3ccccc3)c3ccccc23)n1 | 125 | 118 | 102 | 110 | 103 | 81 | 102 | 105 | 106
Clc1ccc(CSc2ncc(Br)c(Nc3cc(Cl)ccc3Cl)n2)cc1 | 118 | 102 | 118 | 101 | 108 | 103 | 111 | 155 | 111
COC(=O)c1c(C)nc(C)c2c1C(=O)C=C(NCCc1c[nH]c3ccccc13)C2=O | 77 | 113 | 108 | 84 | 102 | 115 | 91 | 86 | 95
O=C(COc1ccc(/C=C2/SC(=O)NC2=O)cc1)Nc1cccc(C(F)(F)F)c1 | 131 | 101 | 104 | 103 | 108 | 69 | 79 | 70 | 84

The closing seven compounds of the section before open the next one:
SMILES | COLO 205 | HCC-2998 | SW-620 | A498 | HT29 | SNB-75 | HCT-116 | KM12 | HCT-15
NC1=C(O)C(=O)C(c2cccnc2)O1 (configuration not stated) | 121 | 117 | 100 | . | 100 | 85 | 99 | 110 | 109
Nc1nc(NC2CCCC2)nc(Oc2ccc(Cl)cc2)n1 | 102 | 110 | 107 | 90 | 104 | 87 | 97 | 106 | 105
COc1cc2nc3c(=O)n(CCN(C)C)cnn3c(=O)c2cc1OC | 102 | 99 | 97 | 93 | 101 | 76 | 101 | 95 | 103
Clc1nc(Cl)nc(-c2cn(-c3ccccc3)c3ccccc23)n1 | 125 | 118 | 102 | 110 | 103 | 81 | 102 | 105 | 106
Clc1ccc(CSc2ncc(Br)c(Nc3cc(Cl)ccc3Cl)n2)cc1 | 118 | 102 | 118 | 101 | 108 | 103 | 111 | 155 | 111
COC(=O)c1c(C)nc(C)c2c1C(=O)C=C(NCCc1c[nH]c3ccccc13)C2=O | 77 | 113 | 108 | 84 | 102 | 115 | 91 | 86 | 95
O=C(COc1ccc(/C=C2/SC(=O)NC2=O)cc1)Nc1cccc(C(F)(F)F)c1 | 131 | 101 | 104 | 103 | 108 | 69 | 79 | 70 | 84
O=C(CN1CCN(c2cc(=O)n(-c3ccccc3)c3ccccc23)CC1)Nc1ccccc1[N+](=O)[O-] | 74 | 100 | 85 | 87 | 82 | 71 | 36 | 80 | 75
CCOC(=O)C(C(C)=O)c1nc2sc3cc(Cl)ccc3n2c(=N)c1C#N (configuration not stated) | . | 131 | 98 | 101 | 53 | 34 | 103 | 44 | 122
Cc1cccc(NC(=O)CN2CCN(c3ncnc4c3cnn4-c3ccccc3)CC2)c1 | 109 | 107 | 92 | 98 | 76 | 100 | 59 | 90 | 55
CC(C)N1C(=O)c2ccccc2C(n2c(-c3ccnc(Cl)c3)nc3ccccc32)C1=O (configuration not stated) | 98 | 106 | 100 | 113 | 79 | 71 | 78 | 93 | 93
O[C@@H]1Cc2ccc3ccccc3c2N[C@H](c2cccs2)C1 | 103 | 111 | 107 | 93 | . | 80 | 108 | 103 | 110
Cn1cc(-c2cc(N)n3nc(-c4c[nH]c5ccc(Cl)cc45)cc3n2)c2cccnc21 | -83* | -98* | -73* | -80* | -45* | -57* | -91* | -70* | -57*
NS(=O)(=O)c1ccc(-n2ncc(NC(=O)Nc3ccccc3)c2-c2ccccc2)cc1 | 95 | 98 | 105 | 98 | 92 | 85 | 54 | 90 | 96
C[C@@H](c1ccc2c(c1)[nH]c1ccc(Cl)cc12)c1nc2ccccc2[nH]1 | 123 | 100 | 95 | 111 | 98 | 62 | 94 | 91 | 96
CCn1nccc1-c1ccc2c(c1)COC2(CCCN(C)C)c1ccc(F)cc1 (configuration not stated) | 110 | 101 | 100 | 110 | 92 | 62 | 86 | 105 | 100
O=C(Nc1ccccc1)Nc1ccc(NC(=O)c2cc(Cl)nc3ccccc23)cc1 | 105 | 109 | 106 | . | 99 | 85 | 101 | 97 | 104
O=C(c1ccc(O)cc1)[C@@H]1[C@@H]2CCCN2[C@]2(C(=O)N(C(=O)c3cccc(Br)c3)c3ccccc32)[C@H]1c1ccc(F)cc1 | 108 | 104 | 116 | 93 | 107 | 81 | 95 | 95 | 99
COC(=O)[C@]12CC[C@@H](C)[C@H](C)[C@@H]1C1=CC[C@@H]3[C@@]4(C)C(C=O)=C[C@@](C)(COC(=O)c5ccco5)C4=CC[C@@]3(C)[C@]1(C)CC2 | -56* | -7.0* | -7.7* | 22 | -0.5* | 20 | -71* | 8.5* | -32*
CC(C)(O)c1ccccc1C(C)(C)O | 96 | 99 | 102 | 99 | 89 | 111 | 102 | 107 | 114
COc1ccc(/C=C/c2cc(=O)c3c(C)c(Cl)c(C)cc3o2)cc1 | 115 | 98 | 99 | 103 | 118 | 111 | 96 | 90 | 107
Cc1cc(N2CCCCCC2)nc(NC2CCCC(Nc3ccnc4cc(Cl)ccc34)C2)n1 (configuration not stated) | -80* | -80* | -77* | -75* | -83* | -79* | -96* | -76* | -87*
Cc1cc(N2CCN(c3ccnc4cc(Cl)ccc34)CC2)nc(N2CCOCC2)n1 | 73 | 89 | 101 | 37 | 68 | 89 | 70 | 86 | 74
CN(C)c1ccc2c(c1)CN1C(=O)c3ccccc3C1=N2 | 97 | 95 | 110 | 87 | 100 | 101 | 90 | 96 | 110
CCCC(=O)Oc1ccc(C2CCCCC2)cc1 | 104 | 94 | 108 | 94 | 111 | 106 | 104 | 108 | 108
O=c1[nH]c(=S)[nH]c2c1CN(CCCN1CCN(CCCN3CNc4[nH]c(=S)[nH]c(=O)c4C3)CC1)CN2 | 91 | 105 | 108 | 120 | 102 | 92 | 102 | 104 | 108
COc1ccc(/C=C/c2nc3ccccc3c(=O)n2-c2ccc(C#Cc3ccc(C(C)(C)C)cc3)cc2C)c(OC)c1 | 98 | 97 | 87 | 110 | 78 | 99 | 69 | 88 | 59
Cn1cc(-c2csc(-c3ccccc3)n2)c2ccccc21 | 130 | 99 | 97 | 84 | 96 | 88 | 94 | 97 | 86
c1ccc2nc3c(ccc4ccccc43)cc2c1 | 96 | 102 | 102 | 92 | 103 | 93 | 104 | 106 | 99
Nc1nc2c(N=Nc3ccc(Cl)cc3)c(N)nn2c(-c2ccc(Cl)cc2)c1-c1nc2ccccc2s1 | 110 | 104 | 107 | 84 | 107 | 96 | 101 | 101 | 104
NC(=O)C(=Cn1c(=S)[nH]c2ccc([N+](=O)[O-])cc21)C(N)=O | 109 | 99 | 99 | 85 | 105 | 94 | 104 | 108 | 109
NC(=S)c1ccc(N)cc1 | . | 91 | 104 | 70 | 99 | 96 | 88 | 101 | 98
Clc1ccc(-c2nc(-c3cc4cc(Cl)ccc4o3)cs2)cc1 | 115 | 95 | 106 | 106 | 104 | 82 | 96 | 107 | 90
O=C(c1ccc(O)cc1)[C@@H]1[C@@H]2CCCN2[C@]2(C(=O)Nc3ccccc32)[C@H]1c1ccc(F)cc1 | 110 | 111 | 104 | 87 | 109 | 89 | 93 | 96 | 97
O=C(NCCNC(=O)Nc1ccc(Cl)cc1)Nc1ccc(Cl)cc1 | 102 | 107 | 109 | . | 106 | 81 | 104 | 117 | 108
NC1=NC(c2cccc([N+](=O)[O-])c2)c2sc3ccc(Cl)cc3c2N1 (configuration not stated) | 104 | 131 | 93 | 83 | 104 | 83 | 91 | 98 | 97
CCOC(=O)CCCCCNC(=O)c1ccccc1 | 116 | 103 | . | . | 103 | 114 | 107 | 106 | 103
CC(=O)N1CCN(c2cc3c(cc2F)c(=O)c(C(=O)NO)cn3C2CC2)CC1 | 102 | 100 | 103 | 96 | 87 | 108 | 105 | 107 | 104
C=C(C)[C@@H]1CC[C@]2(C(=O)NC3CCCCC3)CC[C@]3(C)[C@H](CC[C@@H]4[C@@]5(C)C/C(=C/c6cccnc6)C(=O)C(C)(C)[C@@H]5CC[C@]43C)[C@@H]12 | 78 | 98 | 86 | 87 | 89 | 76 | 49 | 84 | 90
NS(=O)(=O)c1ccc(Nc2nc(SCC(=O)c3ccc(Br)cc3)nc3ccccc23)cc1 | 116 | 117 | 102 | . | 111 | 115 | 75 | 113 | 106
OCc1cnccc1NCCCCOc1ccc(Oc2ccccc2)cc1 | -10* | 90 | 49 | 77 | 25 | 72 | 31 | 65 | 50
COC(=O)c1c2c(c(C)[n+]([O-])c1C)C(=O)C(NCc1ccccc1)=CC2=O | -9.3* | 17 | 9.9* | 99 | 13 | 125 | 7.3* | 26 | 5.7*
Cc1ccc(S(=O)(=O)N(CCCc2c(C)nc(N)[nH]c2=O)Cc2ccc([N+](=O)[O-])cc2)cc1 | 131 | 113 | 102 | 59 | 99 | 102 | 94 | 101 | 95
CCOC(=O)c1ccc2c(c1)c1c(C)c3cccnc3c(C)c1n2C | 50 | 87 | 34 | 83 | 47 | 68 | 23 | 61 | .
COc1ccc(C(O)c2cnccc2NC2CCCCC2)cc1OC (configuration not stated) | 102 | 104 | 92 | 74 | 89 | . | 86 | 98 | 102
O=c1[nH]c2ncc(-c3ccc4ncnc(N5CCc6cc(F)c(Cl)cc65)c4c3)cc2o1 | 111 | 94 | 92 | 99 | 99 | 13 | 105 | 99 | 89
Nc1nc(N)sc(=S)n1 | . | 95 | 100 | 107 | 106 | . | 97 | 109 | 102
CCN1CCN(C(=O)NC(C(=O)NC2C(=O)N3C(C(=O)O)=C(CSc4nnnn4C)CSC23)c2ccc(O)cc2)C(=O)C1=O (configuration not stated) | 106 | 108 | 111 | 107 | 106 | 86 | 105 | 112 | 103
COc1ccc(Cc2cc(-c3ccccc3)nn(C/C(=N\O)c3ccccc3)c2=O)cc1 | 74 | 80 | 79 | 43 | 50 | 71 | 51 | 51 | 64
S=c1sscc1-c1ccccc1 | 114 | 106 | 110 | 110 | 111 | 101 | 107 | 110 | 108
Oc1ccccc1C=NCC1CCC(CN=Cc2ccccc2O)CC1 (configuration not stated) | 97 | 101 | 47 | 117 | 17 | 101 | 53 | 107 | 8.0*
Cc1c(C)c(N2C(=O)c3c(F)c(F)c(F)c(F)c3C2=O)c(C)c2c1OC(C)(CCCC(C)CCCC(C)CCCC(C)C)CC2 (configuration not stated) | 111 | 104 | 105 | . | 98 | 94 | 91 | . | 102
COc1cccc2oc(-c3ccc(O)cc3)cc(=O)c12 | 112 | 110 | 100 | 100 | 101 | 77 | 91 | 89 | 95
CC(=O)Oc1ccc(Nc2c3ccccc3nc3ccccc23)cc1 | 4.0* | . | 3.7* | -37* | -38* | 2.2* | 14 | 18 | 1.7*
CCOC(=O)c1c(Nc2ccccc2)nn2c(-c3ccc([N+](=O)[O-])cc3)ccnc12 | 105 | 108 | 96 | . | 97 | 98 | 86 | 95 | 74
C[C@]1(CO)O[C@H](n2cc(F)c(=O)[nH]c2=O)C[C@@H]1O | 108 | 70 | 109 | . | 83 | 94 | 85 | 109 | 107

Exported with each value named: entries from further up.
Structure: Clc1ccc(-c2nc(-c3cc4cc(Cl)ccc4o3)cs2)cc1
  COLO 205: 115; HCC-2998: 95; SW-620: 106; A498: 106; HT29: 104; SNB-75: 82; HCT-116: 96; KM12: 107; HCT-15: 90
Structure: O=C(c1ccc(O)cc1)[C@@H]1[C@@H]2CCCN2[C@]2(C(=O)Nc3ccccc32)[C@H]1c1ccc(F)cc1
  COLO 205: 110; HCC-2998: 111; SW-620: 104; A498: 87; HT29: 109; SNB-75: 89; HCT-116: 93; KM12: 96; HCT-15: 97

High-throughput results: PubChem BioAssay, NCI
